A-T KAP1 phos: potential ataxia-telangiectasia treatment; Potency, µM (titrated, usually from 57.5 µM), inactives show top-dose activation, actives largely listed as activators; 0.19% of 320,000 active; […] A-T fibroblasts, KAP-1 phosphorylation AlphaLISA; neocarzinostatin DNA damage 30 min before lysis; AID 485349; also: potency is read from the fitted curve at half-maximal effect; % of control where 0% means no effect; nearly all actives have a fitted effect of over 45% in size
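ATM-like activity read as KAP-1 phosphorylation via AlphaLISA donor/acceptor antibody pairs after lysis and 6 hr at 25C. Cells were ATM-null patient fibroblasts ([…], hTERT), dosed 60 min, then exposed to the DSB inducer NCS for 30 min.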
Tb PFK inh: inhibitors of T. brucei phosphofructokinase; 0.17% of 330,000 active; Potency, µM (doses to about 57.5 µM), for inactives: top-dose activity, negative = inhibition, actives largely listed as inhibitors; T. brucei PFK, ADP-Glo luminescence; AID 485367;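 also: potency is read from the fitted curve at half-maximal effect; 0% = uninhibited 1x PFK enzyme wells and -100% = no-enzyme wells; nearly all actives have a fitted effect of over 60% in size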
Target sequence (O15648 whole entry, looked up): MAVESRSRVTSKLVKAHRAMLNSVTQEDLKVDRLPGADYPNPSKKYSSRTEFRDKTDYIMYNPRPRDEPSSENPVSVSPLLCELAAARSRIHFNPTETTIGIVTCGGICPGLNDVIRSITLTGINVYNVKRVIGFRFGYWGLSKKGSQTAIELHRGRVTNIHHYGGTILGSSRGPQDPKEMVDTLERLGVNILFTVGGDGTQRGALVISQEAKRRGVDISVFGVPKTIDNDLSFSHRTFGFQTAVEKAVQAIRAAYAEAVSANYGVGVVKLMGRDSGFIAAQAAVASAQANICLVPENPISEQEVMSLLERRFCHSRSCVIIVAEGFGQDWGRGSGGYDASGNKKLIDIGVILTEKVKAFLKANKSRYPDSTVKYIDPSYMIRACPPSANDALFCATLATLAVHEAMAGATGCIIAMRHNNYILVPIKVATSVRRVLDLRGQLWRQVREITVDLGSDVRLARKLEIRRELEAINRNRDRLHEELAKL
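ADP-Glo luminescence quantified ADP after 45 min at room temperature, with 1.25 nM T. brucei PFK, 0.1 mM ATP and 0.5 mM fructose-6-phosphate in pH 8.0 TEA buffer. qHTS titrations up to 57 µM; curves classified by quality.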
MLL CXXC-DNA inh: MLL CXXC-DNA interaction inhibition; Q03164; MLL-CXXC / FITC-HOXA9 DNA fluorescence polarization; Potency, µM (highest dose often 115 µM), without a hit: top-dose activity change, negative = inhibition, usual class: inhibitors; 0.037% of 290,000 active; AID 2662; active = well fitted inhibition curve with a large enough effect in the polarisation, with a control signal flat, not every such curve was filed as active; inconclusive = small, poorly fitted or top-dose-only effect, or effect the other way, or a change in a side signal; inactive = no such curve, though single readings can be large or run the other way; the % refers to the polarisation; also: potency is read from the fitted curve at half-maximal effect
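Fluorescence polarization: 7 uM MLL-CXXC (stock) preincubated 5 min with compounds, then 50 nM fluorescein-HOX-A9 DNA (stock) added; 30 min ambient. Buffer 50 mM Tris-HCl pH 7.5, 50 mM NaCl, 1 mM DTT, 0.05% BSA.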
TCR act: activators of T cell receptors. primary human leukocytes, anti-CD3, IL-2 HTRF, 48 h. Potency, µM (titrated, usually from 9.22 µM), for the others: top-dose activation of IL-2 secretion, actives largely listed as activators. 330,000 tested, under 10 active. AID 504894; also: % of control where 0% means no effect
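HTRF read-out of IL-2 secretion: europium cryptate donor excited at 320nm, d2 acceptor emission at 665nm. Cells were primary human leukocytes incubated 48 hr with compounds and a-CD3 beads, supplying TCR signal only.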
TSHR antagonist: human thyrotropin receptor antagonism | activity change, negative = inhibition, % at 11.5 µM | 0.2% of 330,000 active | TSHR-expressing cells, TSH-stimulated cAMP HTRF, 2 h; hits give low values | AID 504810;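 active = activity change below a set negative limit, meaning inhibition stronger than a set level, cut at about -70% in these data; inconclusive = activity change between two set negative limits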; also: % is scaled to controls: 0 for no effect and ±100 for the full control effect
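TSHR-expressing cells, 200/well, pre-treated with compound, then stimulated with EC80 TSH (4nM final) for 2 hours at 37 deg C. cAMP measured by competitive HTRF: anti-cAMP cryptate antibody in lysis buffer plus cAMP-d2, read after 30 minutes at room temperature.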
FBPA coupling cs: inhibits coupling enzyme system, counter-screen for aldolase hits; coupling enzyme system counterscreen, AmpLite Red fluorescence; activity change, negative = inhibition, % at 58.2 µM, hits read low; 0.67% of 290,000 active; in the data active = activity change below about -30%; also: % is scaled to controls: 0 for no effect and ±100 for the full control effect
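Fluorescence at 525 nm excitation and 598 nm emission measured inhibition of the coupled detection system without aldolase. Compounds (at 57.5 uM final) were preincubated 10 min at room temperature with coupling enzyme reagent before a 20 min substrate/AmpLite Red step.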
BCR signal inh: chronic active BCR signaling inhibition | ABC-DLBCL IkBa-CBG/CBR reporter, luminescence ratio, 4 h | Potency, µM (doses to about 46.1 µM), for inactives: at the highest dose ratio change, negative = lower green/red ratio, most hits filed as inhibitors | 0.05% of 340,000 active; active = well fitted inhibition curve with a large enough effect in the signal ratio, with a control signal flat, not every such curve was filed as active; inconclusive = small, poorly fitted or top-dose-only effect, or effect the other way, or a change in a side signal; the % refers to the signal ratio;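 also: potency is read from the fitted curve at half-maximal effect; plate controls were basal doxycycline-induced cells for no effect and cells given 10 µM MG132 for full effect; MG132 reads +100%, hits lower the ratio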
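TMD8 ABC-DLBCL cells carrying doxycycline-inducible green luciferase fused to IkappaBalpha plus unfused red luciferase were exposed to compounds (up to 46 uM) for 4 hrs at 37C. Activity came from the overlap-corrected green/red luminescence ratio.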
Giardia killer: kills Giardia lamblia | Giardia lamblia trophozoite viability | activity change, % at 7.66 µM, hits read low | 0.15% of 340,000 active; in the data active = activity change below about -80%; inconclusive = between about -30% and that limit;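 also: parasites exposed to compound for two days anaerobically before the ATP read; % is scaled to controls: 0 for no effect and ±100 for the full control effect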
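Luminescence from cellular ATP indicates surviving trophozoites (100 cells/well) following 48 hrs anaerobic compound treatment at 37 deg C; signal develops 15-30 min at room temperature.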
GALK inhibitor: galactokinase (human) inhibition; P51570; Purified GALK, Kinase-Glo residual ATP luminescence; Potency, µM (titrated, usually from 57.5 µM), without a hit: at the top dose activity change, negative = inhibition, actives largely listed as inhibitors; 0.007% of 270,000 active; also: potency is read from the fitted curve at half-maximal effect; % is scaled to controls: 0 for no effect and ±100 for the full control effect
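Galactose (100 uM) and ATP (35 uM) were turned over by 5 nM GALK for 1 h at RT. Kinase-Glo Plus then converted the remaining ATP into a luminescent signal.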
hERG WT inh: blocks the wildtype human KCNH2 potassium channel | activity change, % at 1.84 µM | U2OS, BacMam KCNH2, thallium flux FluxOr; hits give low values | 0.37% of 340,000 active;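 active = maximum activity change below -70%; inconclusive = maximum activity change between -70% and -50%; inactive = maximum activity change above -50%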; also: % is scaled to controls: 0 for no effect and ±100 for the full control effect
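U2OS cells transduced with wild-type KCNH2 virus are loaded with FluxOr dye for 45 min, and thallium flux is measured in kinetic reads before and after stimulation buffer. Rate constants are normalized to DMSO controls.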
Numbers without * were called inactive; u = inconclusive; x = no result given; [ ] = dose if it differs, or a comment. Unless noted, calls follow the shape of the dose curve; as a rule, active = well fitted curve in the direction sought with a large enough effect; inconclusive = small, poorly fitted or top-dose-only effect, or another doubt; inactive = no such curve, though single readings can be large; an effect the other way counts as inactive or inconclusive.

[1] CCC(C)n1c(-c2ccco2)nc2nc3ccccc3nc21 (stereo not drawn)
[2] CCCc1cc(=O)n2[nH]c(C)nc2n1
[3] Cc1ccc(-n2cccc2C(=S)N=P(N(C)C)(N(C)C)N(C)C)cc1
[4] O=C1/C(=C/c2ccc([N+](=O)[O-])cc2)C=C(c2ccccc2)N1c1ccccc1
[5] Cc1ccccc1C(=O)O/N=C1\CCS(=O)(=O)c2sccc21
[6] COC(=O)c1ccccc1NC(=O)C1CC(c2ccccc2O)=NO1 (stereo not drawn)
[7] COc1ccc(S(=O)(=O)N2CCOCC2)cc1NC(=O)c1cccc(-n2cccc2)c1
[8] COC(=O)c1sccc1NC(=O)c1csc(C)c1
[9] CN(Cc1ccc(Cl)c(Cl)c1)C(=O)C1CSC2(C)CCC(=O)N12 (stereo not drawn)
[10] CCOC(=O)C1(Cc2ccccc2Cl)CCN(S(=O)(=O)N(C)C)CC1
Compound	1	2	3	4	5	6	7	8	9	10
A-T KAP1 phos	5%	-4%	5%	0%	6%	-17%	3%	3%	3%	-2%
Tb PFK inh	-1%	13%	-3%	1%	0%	1%	u	-2%	-3%	-7%
MLL CXXC-DNA inh	2%	1%	12%	-1%	19%	4%	x	-2%	x	-8%
TCR act	x	5%	6%	-1%	4%	2%	1%	6%	2%	1%
TSHR antagonist	-12	1	0	1	-1	-31	-5	-11	-15	-12
FBPA coupling cs	3	0	0	2	4	1	x	-2	x	-5
BCR signal inh	5%	u	8%	0%	1%	6%	-9%	-2%	-4%	1%
Giardia killer	x	-10	-27	-1	-23	4	1	39[activator]	-7	-3
GALK inhibitor	x	2%	4%	1%	0%	-1%	x	2%	x	0%
hERG WT inh	x	11	-1	-20	6	-6	4	25	-6	-2

[11] CC1CC(C)CN(S(=O)(=O)c2ccc3oc(=O)ccc3c2)C1 (stereo not drawn)
[12] O=C(CCS(=O)(=O)c1ccc(Br)cc1)N1CCCCCC1
[13] COCCCNc1nc2c(c(=O)n(C)c(=O)n2C)n1Cc1cccc(OC)c1
[14] N#Cc1c(N)nc2c(c1-c1ccc3c(c1)OCO3)CCc1ccccc1-2
[15] CC(C)NC(=S)NC(c1ccccc1)(c1ccccc1)c1ccccc1
[16] C(=N\n1cnnc1)/c1ccccc1OCCOc1ccccc1
[17] COC(=O)C(NC(=O)c1ccccc1C)(Nc1ncc(S(=O)(=O)c2ccc([N+](=O)[O-])cc2)s1)C(F)(F)F (stereo not drawn)
[18] O=C(NCc1ccccn1)C(=O)Nc1ccccc1
[19] O=C(NC(Cc1c[nH]c2ccccc12)C(=O)O)/C(=C/c1ccco1)NC(=O)c1ccccc1 (stereo not drawn)
[20] CCc1ccc2nc(/N=C(\N)NC(=O)c3ccccc3)nc(C)c2c1
[21] NC(=O)C1CCN(S(=O)(=O)c2ccccc2[N+](=O)[O-])CC1
[22] Cc1ccc(NC(=O)CSc2nncs2)cc1Cl
Compound	11	12	13	14	15	16	17	18	19	20	21	22
A-T KAP1 phos	2%	11%	x	14%	-7%	10%	5%	-2%	-3%	-1%	7%	16%
Tb PFK inh	2%	u	-1%	6%	2%	-8%	-2%	0%	18%	2%	1%	2%
MLL CXXC-DNA inh	11%	-6%	1%	-1%	-10%	8%	11%	9%	-1%	-2%	-3%	x
TCR act	-2%	-1%	4%[46.1 µM]	4%[46.1 µM]	2%	-2%	0%	0%	x	-5%	-3%	-4%
TSHR antagonist	-13	1	4	-1	-12	-1	-2	4	-3	-11	2	3
FBPA coupling cs	x	-1	-1	3	-3	-1	-1	0	1	-2	2	x
BCR signal inh	2%	-2%	-8%	u	4%	u	u	u	u	x	-1%	u
Giardia killer	3	7	-7	-4	2	7	-4	-24	22	18	-1	-7
GALK inhibitor	-6%	10%	0%	1%	6%	4%	0%	12%	-1%	-2%	5%	x
hERG WT inh	1	19	-2	-12	-6	-3	-1	19	7	-3	-6	8

Gathered by group: those above containing four or more nitrogen atoms
[1] CCC(C)n1c(-c2ccco2)nc2nc3ccccc3nc21 (stereo not drawn)
[2] CCCc1cc(=O)n2[nH]c(C)nc2n1
[3] Cc1ccc(-n2cccc2C(=S)N=P(N(C)C)(N(C)C)N(C)C)cc1
[13] COCCCNc1nc2c(c(=O)n(C)c(=O)n2C)n1Cc1cccc(OC)c1
[16] C(=N\n1cnnc1)/c1ccccc1OCCOc1ccccc1
[17] COC(=O)C(NC(=O)c1ccccc1C)(Nc1ncc(S(=O)(=O)c2ccc([N+](=O)[O-])cc2)s1)C(F)(F)F (stereo not drawn)
[20] CCc1ccc2nc(/N=C(\N)NC(=O)c3ccccc3)nc(C)c2c1
Compound	1	2	3	13	16	17	20
A-T KAP1 phos	5%	-4%	5%	x	10%	5%	-1%
Tb PFK inh	-1%	13%	-3%	-1%	-8%	-2%	2%
MLL CXXC-DNA inh	2%	1%	12%	1%	8%	11%	-2%
TCR act	x	5%	6%	4%[46.1 µM]	-2%	0%	-5%
TSHR antagonist	-12	1	0	4	-1	-2	-11
FBPA coupling cs	3	0	0	-1	-1	-1	-2
BCR signal inh	5%	u	8%	-8%	u	u	x
Giardia killer	x	-10	-27	-7	7	-4	18
GALK inhibitor	x	2%	4%	0%	4%	0%	-2%
hERG WT inh	x	11	-1	-2	-3	-1	-3

Compound activity (PubChem)
